Mm-Cpn inhibitor = blocks the Methanococcus maripaludis chaperonin Mm-Cpn. purified Mm-Cpn ATPase, ADP Transcreener TR-FRET. Potency, µM (top dose mostly 76.9 µM), inactives show at the highest dose activity, negative = inhibition, hits mostly inhibitors. 0.031% of 330,000 active; note: potency is the fitted concentration of half-maximal effect; % is set by controls: 0 for no effect and ±100 for the full control effect; nearly all actives have a fitted effect of over 80% in size
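ATPase read-out: TR-FRET ADP immunoassay (anti-ADP Eu cryptate vs ADP-d2), ex 320 nm, em 590/665 nm; signal drops as ADP forms. Enzyme 25 nM, ATP 10 uM, 30 min at 37°C after 10 min compound preincubation.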
EPAC2 antag = EPAC2 (human) antagonism; 0.18% of 360,000 active; Potency, µM (highest dose often 114 µM), for inactives: at the top dose activity, negative = inhibition, actives largely listed as inhibitors; EPAC2 GEF exchange of Rap1B-BODIPY-GDP, fluorescence; note: potency is the fitted concentration of half-maximal effect; % is set by controls: 0 for no effect and ±100 for the full control effect; nearly all actives have a fitted effect of over 45% in size; many of its hits are not listed in these tables
DRD3 agonist = D3 dopamine receptor (human) agonism. P35462. D3R DiscoveRx beta-arrestin cells, luminescence, 90 min. max activation, %. 0.58% of 410,000 active. AID 652048; in the data active = max activation above about 30%; note: 0% is about no effect; mostly tested at two doses, the higher about 12 µM
Target sequence (P35462 whole entry, looked up): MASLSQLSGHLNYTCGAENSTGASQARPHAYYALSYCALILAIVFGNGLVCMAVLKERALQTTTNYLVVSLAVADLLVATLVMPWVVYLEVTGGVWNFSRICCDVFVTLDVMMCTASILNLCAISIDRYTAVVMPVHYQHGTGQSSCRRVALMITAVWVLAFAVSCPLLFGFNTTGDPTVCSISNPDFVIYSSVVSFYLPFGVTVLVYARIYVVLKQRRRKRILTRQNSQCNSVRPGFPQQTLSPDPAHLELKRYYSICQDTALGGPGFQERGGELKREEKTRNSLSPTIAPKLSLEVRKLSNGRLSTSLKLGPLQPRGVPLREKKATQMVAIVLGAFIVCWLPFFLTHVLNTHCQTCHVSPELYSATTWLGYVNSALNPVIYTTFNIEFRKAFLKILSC
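Agonist mode: compounds and dopamine controls were applied to plated cells for 90 min at 37 degrees C after an overnight attachment at 1500 cells/well. Luminescent read-out followed 30 - 60 minutes at room temperature with DiscoveRx detection reagent.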
EPAC2 agonist = EPAC2 (human) agonism; Potency, µM (titrated, usually from 154 µM), without a hit: top-dose activation, actives largely listed as activators; EPAC2 activation, biochemical qHTS; response scale: 100% = 6.5 mM cAMP response; Q8WZA2; 0.079% of 360,000 active; note: potency is the fitted concentration of half-maximal effect; nearly all actives have a fitted effect of over 50% in size
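EPAC2 (100 nM) mixed with Rap1B loaded with BODIPY-GDP (250 nM) plus 50 uM unlabeled GDP; compounds pinned in, 5 min RT, then read every 5 min for 30 min (ex 480, em 540 nm). Normalized to cAMP control.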
CCT chaperon mod = changes cytosolic chaperonin activity; 0.3% of 360,000 active; activity change, % (concentration not given with the values), hits read low; AID 651819; purified chaperonin ATPase assay, HTRF ADP detection, 30 min; in the data active = activity change below about -30%; note: % is set by controls: 0 for no effect and ±100 for the full control effect
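We incubate TRiC, 40 or 20 nM final, with library compounds at 76 uM and 10 uM ATP for 30 min at 37 °C. ADP formed is detected with Transcreener HTRF reagents after 30 min at room temperature.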
PTHR1 ag = activates the human parathyroid hormone receptor PTHR1 | Potency, µM (titrated, usually from 115 µM), for inactives: top-dose activation, actives largely listed as activators | 0.075% of 410,000 active | HEK293 GP2 PTHR1 cells, GloSensor cAMP luminescence, 1 h | Q03431; note: potency is the fitted concentration of half-maximal effect; nearly all actives have a fitted effect of over 55% in size; some results filed as inactive show a strong effect at the top dose; inactives centre near -15; many of its hits are not listed in these tables
Target sequence (Q03431 whole entry, looked up): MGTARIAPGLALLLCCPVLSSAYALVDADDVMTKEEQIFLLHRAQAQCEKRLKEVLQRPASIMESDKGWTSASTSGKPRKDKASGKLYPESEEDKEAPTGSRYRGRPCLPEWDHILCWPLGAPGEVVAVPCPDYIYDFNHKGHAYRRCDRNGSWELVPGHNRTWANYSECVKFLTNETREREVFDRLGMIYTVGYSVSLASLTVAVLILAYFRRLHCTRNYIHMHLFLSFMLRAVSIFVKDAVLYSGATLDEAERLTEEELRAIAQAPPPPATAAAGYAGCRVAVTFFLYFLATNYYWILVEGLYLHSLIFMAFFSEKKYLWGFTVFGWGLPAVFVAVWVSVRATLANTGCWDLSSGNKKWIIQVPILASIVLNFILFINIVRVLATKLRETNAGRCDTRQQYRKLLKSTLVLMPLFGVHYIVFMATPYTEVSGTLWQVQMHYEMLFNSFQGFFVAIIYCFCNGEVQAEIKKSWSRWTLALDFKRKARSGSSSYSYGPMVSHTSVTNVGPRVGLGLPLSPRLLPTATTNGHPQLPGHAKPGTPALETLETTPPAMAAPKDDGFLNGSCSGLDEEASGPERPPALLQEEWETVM
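HEK-293-derived GP2 cells expressing PTHR1 and a GloSensor cAMP reporter, 3,000/well, plated overnight, given luciferin plus IBMX (each 0.5 mM as added) for 1 h at 37 °C, then compound for 1 h at 37 °C. Luminescence was read after 15 min at room temperature.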
pAkt inh = blocks phosphorylation of Akt. 0.32% of 360,000 active. AID 651550. Neuro2A IGF-stimulated pAkt S473 HTRF, 20 min; hits give low values. activity change, % for hits at 50 µM; in the data active = activity change below about -80%; inconclusive = mostly about -51% to -80%; note: % is set by controls: 0 for no effect and ±100 for the full control effect
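Neuro2A cells in DMEM with 0.5% FBS, overnight at 37 deg C, given compound at single 50 µM final, then IGF (6 nM final) for 20 min at 37 deg C. Lysed; phospho-Akt Ser473 by HTRF after 24 h, 665/615 ratio.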
DRD3 antagonist = antagonists of human D3 dopamine receptor | D3R cells, DiscoveRx beta-arrestin luminescence, antagonist mode; hits give low values | max response, negative = inhibition, % | 2.5% of 360,000 active; in the data active = max response below about -50%; inconclusive = no clear call, values can overlap the other calls; note: % is set by controls: 0 for no effect and ±100 for the full control effect; mostly tested at two doses, the higher about 12 µM
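Cells expressing the human receptor were seeded at 1500 cells/well, incubated overnight at 37 degrees C in 5% CO2, then exposed to library compounds with dopamine controls for 90 minutes at 37 degrees C before luminescent detection.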
* hit, by the source's call; i = inactive; u = inconclusive; x = no result given; & = joins results of further samples; [ ] = another dose, or the depositor's remark. Unless noted, calls come from the whole dose curve; as a rule, active = well fitted curve in the direction sought with a large enough effect; inconclusive = small, poorly fitted or top-dose-only effect, or another doubt; inactive = no such curve, though single readings can be large; an effect the other way counts as inactive or inconclusive. This is a subset; rates above refer to the full screens.

item	SMILES	Mm-Cpn inhibitor	EPAC2 antag	DRD3 agonist	EPAC2 agonist	CCT chaperon mod	PTHR1 ag	pAkt inh	DRD3 antagonist
1	CCOc1ccc(-n2c(=O)c3sccc3n(CC(=O)NCC3CCCO3)c2=O)cc1 (configuration not stated)	1%	-2%	-3	13%	-0.5	-4%	i	-5
2	Cc1ccc(S(=O)(=O)N(C)C[C@@H]2Oc3ccc(NC(=O)CCC(F)(F)F)cc3CC(=O)N([C@@H](C)CO)C[C@@H]2C)cc1	u	2%	0	-3%	-0.4	-20%	i	-22
3	CS(=O)(=O)c1ccc(C(=O)NCC2(N3CCOCC3)CCCCC2)cc1	0%	4%	-10	5%	0.6	-9%	i	4
4	CCC(Oc1ccccc1)C(=O)Nc1nnc(C)s1 (configuration not stated)	0%	2%	-6	5%	-2.3	i	i	7
5	CC(C)(C)NC(=O)C1CCC(C)(C(=O)O)C1(C)C (configuration not stated)	0%	-2%	33*	14%	-2.3	-3%[57.5 µM]	i	15
6	CCN(CC)CC(=O)Nc1ccc(Oc2ccc(NC(=O)CN(CC)CC)cc2)cc1	1%	4%	-13	8%	-1.8	i	i	-5
7	COc1cc(OC)c(NS(=O)(=O)c2cc(C(=O)NCCCN3CCOCC3)ccc2C)cc1Cl	x	1%	-7	8%	2.4	i	i	-1
8	CCCC(NC(=O)c1ccccc1)c1nc2ccccc2n1Cc1ccc(C(=O)OC)o1 (configuration not stated)	1%	5%	-6	4%	-1.3	i	i	31
9	COc1ccccc1NC(=O)c1sc2ncn(Cc3ccc(C)cc3)c(=O)c2c1C	-2%	2%	5	0%	-1.8	i	i	14
10	Cc1cc(C)c(NC(=O)c2cnn(C)c2)c(C)c1	0%	0%	5	4%	-2.1	-22%	i	-2
11	CCOc1ccc(-n2c(SCC)nc3c(c2=O)SCC3)cc1	1%	-1%	3	2%	1.1	-43%[inhibitor][57.5 µM]	i	9
12	CN(C)c1ccc(C(=O)c2ccccc2C(=O)O)cc1[N+](=O)[O-]	1%	-9%	-8	1%	2.1	i	i	-11
13	COc1ccc(Br)cc1/C=c1\sc2nc(-c3ccco3)nn2c1=O	-1%	-1%	5	4%	-3.0	i	i	0
14	COc1ccc(CCn2c(=O)[nH]c3cc(C(=O)N4CCN(c5ccccc5)CC4)ccc3c2=O)cc1OC	-1%	3%	5&29	-3%	-1.8	-40%&-85%[inhibitor]	i	21
15	CC(=O)Nc1ccc(NC(=O)COc2ccc(-c3ccc(C#N)cc3)cc2)cc1	-4%	11%	2	5%	-4.6	-25%	i	-27
16	O=C(CSc1nnc(-c2cccnc2)n1CCc1ccccc1)NCc1ccccc1	-1%	31%[activator][57.1 µM]	1	u	1.0	i	i	-28
17	COc1ccc2c(=O)c(-c3ccc(OC)c(OC)c3)coc2c1	x	-1%	2	-11%	1.2	-66%[inhibitor]	i	6
18	C=CCNCC(=O)N1N=C(c2ccc3ccccc3c2)CC1c1ccc(OC)cc1 (configuration not stated)	-2%	3%	7	-4%	-1.1	-25%	i	-16
19	NC(=O)N/N=C/C=C/c1ccccc1	3%	5%	-24	15%	-4.8	-21%	i	-17
20	Oc1ccc(/C=N/NC(=S)N/N=C/c2ccc(O)cc2)cc1	-13%	-4%	5	16%	-2.4	1%	i	-3
21	CC(C)OC(=O)c1cc(Cl)c(=O)n(Cc2ccc(Cl)cc2Cl)c1	1%	u	1	13%	-4.7	-32%[inhibitor]	i	14
22	C(=N\Nc1ncnc2sc3c(c12)CCC3)/c1ccncc1	0%	-5%	1	-12%	-2.5	-3%	i	1
23	O=C(NCCCN1CCOCC1)c1nn2c(C(F)(F)F)cc(-c3ccco3)nc2c1Cl	-1%	2%	3	7%	0.3	i	i	13
24	COc1cccc(-c2nc(CS(=O)(=O)CC(=O)NCCCOC(C)C)c(C)o2)c1	2%	0%	-1	5%	-1.1	-19%	i	1
25	Cc1cc(C)n(S(=O)(=O)c2ccc(C)c(C)c2)n1	0%	-4%	-9	-6%	-1.3	-11%	i	6
26	O=C(CN1CCN(C(=O)c2ccco2)CC1)NCc1ccc(Cl)cc1	1%	0%	0	-2%	3.2	1%	i	9
27	O=C(Nc1nnc(-c2ccc(Br)cc2)o1)c1ccco1	-1%	13%	0	10%	1.6	i	i	16
28	c1ccc(-c2nc(NCc3ccco3)c3oc4ccccc4c3n2)cc1	-1%	-17%	2	6%	1.5	i	i	-6
29	COc1ccc(/C=C/C(=O)Nc2ccc(C34CC5CC(CC(O)(C5)C3)C4)cc2)cc1OC	-10%	-1%[57.1 µM]	3	14%	0.6	-9%	i	32
30	Cc1cccc2cc(C#N)c(N3CCC(O)CC3)nc12	-1%	-15%	7	9%	0.0	i	i	31

An excerpt of these results, screen by screen:
26: O=C(CN1CCN(C(=O)c2ccco2)CC1)NCc1ccc(Cl)cc1
27: O=C(Nc1nnc(-c2ccc(Br)cc2)o1)c1ccco1

entry no.	26	27
Mm-Cpn inhibitor	1%	-1%
EPAC2 antag	0%	13%
DRD3 agonist	0	0
EPAC2 agonist	-2%	10%
CCT chaperon mod	3.2	1.6
PTHR1 ag	1%	i
pAkt inh	i	i
DRD3 antagonist	9	16

Continuation.
item	SMILES	Mm-Cpn inhibitor	EPAC2 antag	DRD3 agonist	EPAC2 agonist	CCT chaperon mod	PTHR1 ag	pAkt inh	DRD3 antagonist
31	Cc1ccc(C(C(=O)NC2CCCCC2)N(Cc2ccccc2)C(=O)Cc2c[nH]c3ccccc23)o1 (configuration not stated)	0%	-12%	1	-2%	-2.7	i	i	2
32	CCc1cccc2c(C(=O)CSc3nnc(C4CC4)o3)c[nH]c12	-7%	-1%	2	5%	-4.3	-44%[inhibitor]	i	-1
33	Cc1cccc(NC(=O)C2CC(O)CN2C(=O)Oc2ccccc2)c1 (configuration not stated)	1%	-1%	-1	13%	-2.7	i	i	2
34	COC(=O)c1cc(N2CCN(C)CC2)nc2ccccc12	1%	8%	-13	11%	1.9	-1%	i	-12
35	COc1ccccc1NC(=O)N1CCCC1C(=O)NCc1cccs1 (configuration not stated)	-1%	0%	-9	4%	-0.3	i	i	-11
36	CN1CCC(OC(=O)c2cccc(Br)c2)CC1	1%	26%	-1	9%	2.1	i	x	-20
37	CS(=O)(=O)c1ccc(CNC(=O)[C@]2(C(F)(F)F)C[C@H](CCc3ccccc3)CCCO2)cc1	x	-7%	14	-1%	1.6	-34%[inhibitor]	i	2
38	COc1ccc(C(=O)NC2CCCc3ccccc32)c(OC)c1OC (configuration not stated)	-8%	u	-3	5%	-1.0	-30%[inhibitor]	i	9
39	CN(Cc1cccc2ncccc12)C(=O)CC1C(=O)NCCN1Cc1ccc(F)cc1 (configuration not stated)	-2%	5%	33*	-1%	0.1	-21%	i	3
40	CCN(CC)CCCNC(=O)c1cc(-c2ccc(O)cc2)on1	1%	-2%	-3	17%	-2.5	-5%	i	-2
41	Cc1nn(C)c(C)c1CNC(=O)Nc1ccc(Cl)cc1	1%	-1%	1	-7%	-0.1	-2%	i	-1
42	c1ccc(Cn2cc(CSc3ccccc3)nn2)cc1	1%	-13%	9	4%	0.4	-4%	i	11
43	O=C(/C=C/c1ccco1)Nc1ccccc1N1CCCCC1	0%	0%[57.1 µM]	-1	12%	0.7	-17%	i	6
44	CNC(=S)N(C)/N=C1/C(=O)N(Cc2c(Cl)cccc2Cl)c2ccccc21	0%	-2%	5	6%	1.0	-25%	i	19
45	CCN=C1S/C(=C\c2ccc(Sc3ccc(Cl)cc3)o2)C(=O)N1CC	-1%	6%	-14	-1%	1.4	0%[57.5 µM]	i	-26
46	CC(=O)Nc1ccc(NC(=O)C2CCN(C(=O)C3CC(=O)N(c4ccc(C)cc4)C3)CC2)cc1 (configuration not stated)	1%	-2%	5	15%	0.4	0%	i	3
47	Cc1ccc(-c2nnc(OCC3CCCO3)c3ccccc23)cc1 (configuration not stated)	-2%	-1%	-2	0%	1.7	-32%[inhibitor]	i	9
48	O=C(CN1CCCCC1)NC(=O)NCc1ccccc1	1%	7%	0	0%	-1.1	i	i	6
49	O=C(c1nc2ccc(Cl)cn2c1CN1CCC[C@H]1CO)N1CCCCCCC1	-2%	4%	4	5%	-1.1	-21%	i	8
50	COc1ccc(CC(NC(C)=O)C(=O)NC2CCN(c3c(Cc4ccccc4)c(C)nc4ncnn34)CC2)c(OC)c1 (configuration not stated)	-1%	12%	-1	1%	1.6	-9%	i	26
51	CCOc1ccc(NC(=O)c2ccc(NC(=O)CSc3nc4ccccc4c(=O)[nH]3)cc2)cc1	2%	-16%	5	2%	2.8	-19%	i	0
52	CCOC(=O)c1c(NC(=O)c2ccc(Cl)cc2)csc1C	1%	3%	6	-12%	-3.5	i	i	14
53	O=C(Nc1nnc(-c2ccncc2)s1)Nc1ccccc1F	0%	2%	9	5%	0.7	-14%	i	14
54	Cc1ccc(Cc2c(-c3ccccc3)nc3c(Cl)cc(C(F)(F)F)cn23)cc1	x	8%	-9	8%	0.0	9%	i	0
55	CC(Oc1cc2oc(=O)c3c(c2cc1Cl)CCC3)C(=O)NCc1ccncc1 (configuration not stated)	-17%	-7%	6	-2%	-1.3	i	i	15
56	CCOC(=O)N1CCN(C(=O)C2CCN(S(=O)(=O)c3ccc(C)cc3)CC2)CC1	-1%	0%	-1	5%	-1.1	i	x	5
57	CCCN1CCC(C(=O)NC(c2ccc(F)cc2)c2ncccc2C)CC1 (configuration not stated)	x	-7%	-10	5%	0.7	i	i	-57*
58	CCCCc1c(-c2ccccc2OC)ncn1Cc1ccc(-c2ccccc2)cc1	x	-29%	-2	10%	-1.7	-48%[inhibitor]	i	u
59	COC(=O)[C@]1(Cc2ccccc2)N[C@H](CN(C)C(=O)Nc2ccccc2)[C@@H]2C(=O)N(Cc3ccccc3)C(=O)[C@@H]21	-2%	-11%	-9	-4%	1.6	-12%	i	-1
60	CCOc1cc(S(=O)(=O)NCc2ccccn2)ccc1Cl	1%	1%	-3	8%	-1.1	19%[57.5 µM]	i	9
61	Cc1cccc2nc(-c3ccccc3)nc(N3CCC(O)(c4ccc(Cl)cc4)CC3)c12	-9%	-13%	-10	12%	-1.2	-18%	i	u
62	CCOC(=O)c1cc(NC(=O)Cc2ccc(S(=O)(=O)N3CCOCC3)s2)cc(C(=O)OCC)c1	-15%	-10%	15	-7%	-0.8	i	i	27
63	Cc1ccc(S(=O)(=O)N2[C@@H](c3ccc(Cl)cc3)C(C(=O)O)=CC[C@H]2c2ccc(C(C)C)cc2)cc1	-1%	u	-47	-7%	-0.2	-33%[inhibitor]	i	-22

Source: PubChem
